Compound activity as filed in PubChem.
DDE Tn6 FP inh – inhibitors of Tn6 peptide binding to fibrin DD(E), primary screen, biochemical, fluorescence polarization, human fibrin, Tn6 probe; Fibrin DD(E) TRITC-Tn6 fluorescence polarization displacement; inhibition, % at 8.3 µM; 0.21% of 370,000 active;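 active = inhibition above a per-campaign cutoff: mean of compounds within control limits plus 3 SD, cut at about 15% in these data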;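 also: 0% = median of all compound wells on the plate and 100% = blocking peptide control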
ADAM17 inh – ADAM17 inhibitors, primary screen, biochemical, QFRET. Disintegrin and metalloproteinase domain-containing protein 17 (Homo sapiens), P78536. 0.83% of 370,000 active. inhibition, % at 6.95 µM. AID 720648, 2013. recombinant ADAM17, EDANS/DABCYL FRET peptide cleavage;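 active = inhibition above the mean of compounds lying between control limits plus 3 SD, set per campaign, cut at about 8.5% in these data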;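 also: 0% = DMSO-only wells as the low control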
SIAE primary – human SIAE inhibitors, primary screen, biochemical, fluorescence polarization, FP-Rh probe, 1536-well HTS; SIAE FP-Rh probe binding; 0.69% of 370,000 active; inhibition, % at 9.66 µM; AID 1053197, 2014;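 active = inhibition above a cutoff: mean of compounds within the control limits plus 3 SD of those, cut at about 17% in these data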;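 also: 0% = plate median of compound wells and 100% = probe without SIAE protein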
PLC-gamma1 inh – PLC-gamma1 enzyme inhibitors, primary screen, biochemical, fluorescence, purified enzyme; inhibition, % at 12.2 µM; fluorogenic substrate; 0.84% of 370,000 active; in the data active = inhibition above about 9.5%
TDP2 inh – human TDP2 enzyme inhibitors, primary screen, biochemical, epi absorbance, recombinant enzyme; Tyrosyl-DNA phosphodiesterase 2 (Homo sapiens), O95551; T5PNP hydrolysis, p-nitrophenol absorbance 415 nm; inhibition, % at 12.8 µM; 0.34% of 370,000 active; AID 720702, 2013;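 active = inhibition above the mean of all tested compounds plus 3 SD, set per campaign, cut at about 25% in these data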;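 also: 0% = DMSO with enzyme and 100% = buffer with substrate but no TDP2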
Target sequence (O95551 whole entry, looked up): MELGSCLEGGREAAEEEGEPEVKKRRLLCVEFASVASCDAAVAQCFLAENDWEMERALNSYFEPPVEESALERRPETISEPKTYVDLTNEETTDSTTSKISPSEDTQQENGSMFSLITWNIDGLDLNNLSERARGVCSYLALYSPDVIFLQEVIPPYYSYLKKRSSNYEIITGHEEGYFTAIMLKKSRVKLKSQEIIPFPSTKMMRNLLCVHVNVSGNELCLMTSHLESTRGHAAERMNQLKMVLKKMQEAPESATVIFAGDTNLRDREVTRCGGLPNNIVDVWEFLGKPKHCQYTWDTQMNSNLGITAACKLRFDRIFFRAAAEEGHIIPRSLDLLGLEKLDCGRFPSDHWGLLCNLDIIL
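Material: recombinant human TDP2; quantity: TDP2 enzyme at 120 nM final; medium: Tris-HCl pH 7.5 with MgCl2; compound: single concentration, 12.8 µM nominal, with 1% DMSO; incubation: 2 h enzyme incubation at 37 °C; signal: epi absorbance; measure: percent inhibition; benchmarks: high control without enzyme, low control DMSO plus TDP2; repeats: singlicate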
ADAM10 inh – human ADAM10 inhibitors, primary screen, biochemical, QFRET, HTS; Disintegrin and metalloproteinase domain-containing protein 10 (Homo sapiens), O14672; recombinant ADAM10, EDANS/DABCYL FRET peptide cleavage, 3 h; inhibition, % at 7 µM; 0.62% of 370,000 active; AID 720582, 2013;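 active = inhibition above a per-campaign cutoff equal to the mean of compounds falling between control-based bounds plus 3 SD, cut at about 20% in these data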;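 also: 0% = DMSO wells while the 100% control is not disclosed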
Target sequence (O14672 214-748 limits assumed): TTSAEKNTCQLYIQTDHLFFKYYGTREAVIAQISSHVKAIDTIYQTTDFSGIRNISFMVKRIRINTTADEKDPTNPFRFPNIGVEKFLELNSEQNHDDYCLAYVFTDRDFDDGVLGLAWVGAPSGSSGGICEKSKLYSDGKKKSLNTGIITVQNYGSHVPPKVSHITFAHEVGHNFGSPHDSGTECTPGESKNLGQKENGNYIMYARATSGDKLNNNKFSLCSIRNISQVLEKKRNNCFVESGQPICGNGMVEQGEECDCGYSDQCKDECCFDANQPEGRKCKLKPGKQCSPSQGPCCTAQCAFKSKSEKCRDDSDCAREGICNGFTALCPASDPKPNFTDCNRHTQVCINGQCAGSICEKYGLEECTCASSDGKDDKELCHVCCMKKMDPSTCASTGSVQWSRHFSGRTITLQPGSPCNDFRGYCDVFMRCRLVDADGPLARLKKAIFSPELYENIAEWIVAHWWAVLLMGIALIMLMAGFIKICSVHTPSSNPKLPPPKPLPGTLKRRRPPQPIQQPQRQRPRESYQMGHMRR
Tn7 DDE FP – inhibitors of Tn7 peptide binding to fibrin DD(E), primary screen, biochemical, fluorescence polarization, human fibrin, Tn7 probe; FP displacement of FITC-Tn7 peptide from fibrin DD(E); 0% = median of compound wells per plate; 0.13% of 370,000 active; inhibition, % at 8.3 µM; Fibrinogen beta chain (Homo sapiens), P02675;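 active = inhibition above the mean of compounds falling within the control limits plus 3 SD of them, cut at about 14% in these data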;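 also: 0% = plate median of compound wells and 100% = 10 µM Aha-Tn7 peptide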
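system = human fibrin DD(E) protein | quantity = DD(E) 2 µM final | medium = Tris/NaCl/CaCl2 buffer, pH 7.8 | also added = labelled Tn7 tracer, 0.1 µM | compound dosing = single point at 8.3 µM | timing = compound with protein 10 min, then 3 h after probe, room temperature | signal = FP measurement | benchmarks = Aha-Tn7 high control | repeats = one replicate per compound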
ARFGAP1 inhibitor – inhibitors of rat ARFGAP1 GAP activity, primary screen, biochemical, fluorescence polarization, GDP tracer; Arfgap1-stimulated ARF1 GTP hydrolysis, GDP FP detection; inhibition, % at 16.5 µM; 0.26% of 360,000 active; AID 651572, 2012;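 active = inhibition above a per-plate limit, mean inhibition of low control wells plus 3 SD, cut at about 25% in these data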;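 also: 0% = DMSO wells with enzyme and 100% = wells lacking Arfgap1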
Target sequence (Q62848 1-136 limits assumed): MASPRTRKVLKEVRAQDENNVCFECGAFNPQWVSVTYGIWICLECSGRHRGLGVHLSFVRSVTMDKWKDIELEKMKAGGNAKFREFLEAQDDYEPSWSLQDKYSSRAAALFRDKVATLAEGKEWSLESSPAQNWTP
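Replicates: Single well per compound | Assay system: Truncated rat Arfgap1 GAP domain | Control set: No-Arfgap1 wells (100%) versus DMSO full-reaction wells (0%) | Times: Enzyme reaction 120 min at 25 °C after 20 min preincubation | Reagent: Human ARF1(Δ1-17)-GTP substrate | Measured by: Tracer-displacement fluorescence polarization with EDTA stop, 620/688 nm | Measure: Percent inhibition of Arfgap1-stimulated GTP hydrolysis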
PLC-beta3 inh – human PLC-beta3 inhibitors, primary screen, biochemical, fluorescence; 1-phosphatidylinositol 4,5-bisphosphate phosphodiesterase beta-3 (Homo sapiens), Q01970; Purified PLC-beta3, fluorogenic substrate; inhibition, % at 12.2 µM; 0.18% of 370,000 active; AID 720704, 2013; in the data active = inhibition above about 11%;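 also: 0% = median of compound wells on plate and 100% = full blocker control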
ASAP1 GAP inh – inhibitors of human ASAP1 ArfGAP activity, primary screen, biochemical, fluorescence polarization; 0.19% of 360,000 active; ASAP1-stimulated ARF1 GTP hydrolysis, GDP FP detection; inhibition, % at 16.5 µM; Arf-GAP with SH3 domain, ANK repeat and PH domain-containing protein 1 (Homo sapiens), …; in the data active = inhibition above about 25%;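 also: 0% = vehicle with enzyme and substrate and 100% = no enzyme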
* = called active by the depositor.

How did CCCCN(C(=O)CNC(=O)c1ccco1)C(C(=O)NC1CCCC1)c1ccc(OC)cc1 (stereo not drawn) do in these assays?
DDE Tn6 FP inh: -2; ADAM17 inh: -1; SIAE primary: 4; PLC-gamma1 inh: 12*; TDP2 inh: -1; ADAM10 inh: 0; Tn7 DDE FP: 4; ARFGAP1 inhibitor: 0; PLC-beta3 inh: -1; ASAP1 GAP inh: -3

How did COc1cc([N+](=O)[O-])c(C(=O)N2CCOCC2)c([N+](=O)[O-])c1 do in these assays?
DDE Tn6 FP inh: 4; ADAM17 inh: 1; SIAE primary: -7; PLC-gamma1 inh: 5; TDP2 inh: -2; ADAM10 inh: 2; Tn7 DDE FP: 2; ARFGAP1 inhibitor: 16; PLC-beta3 inh: 5; ASAP1 GAP inh: -3

How did Cc1cc2oc(=O)cc(-c3ccccc3)c2c(C)c1-c1ccc(C#N)cc1 do in these assays?
DDE Tn6 FP inh: 0; ADAM17 inh: -1; SIAE primary: -1; PLC-gamma1 inh: 1; TDP2 inh: -8; ADAM10 inh: -11; Tn7 DDE FP: 3; ARFGAP1 inhibitor: -6; PLC-beta3 inh: -6; ASAP1 GAP inh: 1

How did N#Cc1nc(-c2cccc3ccccc23)oc1NCC1CCCO1 (stereo not drawn) do in these assays?
DDE Tn6 FP inh: -10; ADAM17 inh: inactive; SIAE primary: -2; PLC-gamma1 inh: inactive; TDP2 inh: -11; ADAM10 inh: inactive; Tn7 DDE FP: 3; ARFGAP1 inhibitor: 0; PLC-beta3 inh: inactive; ASAP1 GAP inh: 1

How did CC(C)(C)c1cc(CN2CCN(CCO)CC2)cc(C(C)(C)C)c1O do in these assays?
DDE Tn6 FP inh: 6; ADAM17 inh: -5; SIAE primary: 6; PLC-gamma1 inh: 2; TDP2 inh: 5; ADAM10 inh: 5; Tn7 DDE FP: 2; ARFGAP1 inhibitor: 6; PLC-beta3 inh: 5; ASAP1 GAP inh: -14

What do the screens show for `COc1cccc2c1C(=O)O/C2=C/c1ccc2c(c1)OCO2`?
DDE Tn6 FP inh: -3; ADAM17 inh: -29; SIAE primary: -8; PLC-gamma1 inh: -331; TDP2 inh: 6; ADAM10 inh: -89; Tn7 DDE FP: -2; ARFGAP1 inhibitor: 2; PLC-beta3 inh: -342; ASAP1 GAP inh: -4

How did COc1ccc(NS(=O)(=O)c2ccc(C(=O)NCC3(N4CCOCC4)CCCCC3)cc2)cc1 do in these assays?
DDE Tn6 FP inh: 3; ADAM17 inh: 3; SIAE primary: 4; PLC-gamma1 inh: 9; TDP2 inh: -5; ADAM10 inh: 7; Tn7 DDE FP: -4; ARFGAP1 inhibitor: 21; PLC-beta3 inh: 3; ASAP1 GAP inh: 7

What do the screens show for `CCC(=O)Nc1nonc1-c1nc2ccccc2n1CCC(C)C`?
DDE Tn6 FP inh: 6; ADAM17 inh: -1; SIAE primary: -5; PLC-gamma1 inh: -4; TDP2 inh: -5; ADAM10 inh: 2; Tn7 DDE FP: -5; ARFGAP1 inhibitor: -1; PLC-beta3 inh: -8; ASAP1 GAP inh: -2

How did O=S(=O)(NC1CC1)c1ccc(S(=O)(=O)N2CCCC3(CCCCC3)C2)cc1 do in these assays?
DDE Tn6 FP inh: -5; ADAM17 inh: -1; SIAE primary: 2; PLC-gamma1 inh: 1; TDP2 inh: -12; ADAM10 inh: 5; Tn7 DDE FP: -5; ARFGAP1 inhibitor: -7; PLC-beta3 inh: 3; ASAP1 GAP inh: 2

Results for C=C(C)C(=O)NNc1ccccc1 ?
DDE Tn6 FP inh: 3; ADAM17 inh: -6; SIAE primary: -2; PLC-gamma1 inh: 3; TDP2 inh: -9; ADAM10 inh: -4; Tn7 DDE FP: 1; ARFGAP1 inhibitor: -5; PLC-beta3 inh: -3; ASAP1 GAP inh: 8

How did CC(C)OC(=O)CSc1nnc(-c2cnccn2)n1-c1ccccc1 do in these assays?
DDE Tn6 FP inh: 2; ADAM17 inh: -1; SIAE primary: 0; PLC-gamma1 inh: 0; TDP2 inh: -9; ADAM10 inh: 0; Tn7 DDE FP: -4; ARFGAP1 inhibitor: 7; PLC-beta3 inh: 0; ASAP1 GAP inh: -5

How did CN(CC(=O)Nc1cccc(F)c1)C(=O)c1ccccc1OCC(=O)Nc1cccc(C(F)(F)F)c1 do in these assays?
DDE Tn6 FP inh: -2; ADAM17 inh: 0; SIAE primary: 17; PLC-gamma1 inh: 1; TDP2 inh: 22; ADAM10 inh: 7; Tn7 DDE FP: 3; ARFGAP1 inhibitor: -4; PLC-beta3 inh: 1; ASAP1 GAP inh: -13

Results for O=C(NCCOc1ccc(F)cc1)C1CCN(S(=O)(=O)c2ccccc2)CC1 ?
DDE Tn6 FP inh: 9; ADAM17 inh: -1; SIAE primary: -7; PLC-gamma1 inh: 0; TDP2 inh: -2; ADAM10 inh: -4; Tn7 DDE FP: -1; ARFGAP1 inhibitor: -2; PLC-beta3 inh: -5; ASAP1 GAP inh: 0

Results for Cc1ccc(CNS(=O)(=O)c2c(C)[nH]c(C)c2C(=O)N2CCCCC2)o1 ?
DDE Tn6 FP inh: -1; ADAM17 inh: -2; SIAE primary: -2; PLC-gamma1 inh: 0; TDP2 inh: -1; ADAM10 inh: -5; Tn7 DDE FP: -5; ARFGAP1 inhibitor: 4; PLC-beta3 inh: -4; ASAP1 GAP inh: -2

How did Cc1ccc(C(=O)OCC(=O)Nc2sc3c(c2C#N)CCC3)cc1 do in these assays?
DDE Tn6 FP inh: 0; ADAM17 inh: -5; SIAE primary: -7; PLC-gamma1 inh: -6; TDP2 inh: 12; ADAM10 inh: 2; Tn7 DDE FP: 7; ARFGAP1 inhibitor: 10; PLC-beta3 inh: -3; ASAP1 GAP inh: -4

What do the screens show for `O=c1[nH]c(-c2ccc(Cl)cc2)cs1`?
DDE Tn6 FP inh: -3; ADAM17 inh: 0; SIAE primary: 1; PLC-gamma1 inh: 6; TDP2 inh: -13; ADAM10 inh: 2; Tn7 DDE FP: 1; ARFGAP1 inhibitor: -1; PLC-beta3 inh: -1; ASAP1 GAP inh: 5

How did COc1ccccc1NC(C)C(=O)Nc1ccc(C(C)=O)cc1 (stereo not drawn) do in these assays?
DDE Tn6 FP inh: -3; ADAM17 inh: 2; SIAE primary: 1; PLC-gamma1 inh: 2; TDP2 inh: 6; ADAM10 inh: 9; Tn7 DDE FP: -3; ARFGAP1 inhibitor: 5; PLC-beta3 inh: 1; ASAP1 GAP inh: -1

What do the screens show for `COCCNC(=S)Nc1ccc2nsnc2c1`?
DDE Tn6 FP inh: -4; ADAM17 inh: -26; SIAE primary: 7; PLC-gamma1 inh: -169; TDP2 inh: 74*; ADAM10 inh: -75; Tn7 DDE FP: 5; ARFGAP1 inhibitor: 18; PLC-beta3 inh: -176; ASAP1 GAP inh: 21

Results for C=C(C)C(=O)N1CC2(CC(c3cccc(NC(=O)/C=C\C)c3)=NO2)C[C@H]1C(N)=O (stereo partly drawn) ?
DDE Tn6 FP inh: -10; ADAM17 inh: -1; SIAE primary: 3; PLC-gamma1 inh: 0; TDP2 inh: 6; ADAM10 inh: 3; Tn7 DDE FP: 2; ARFGAP1 inhibitor: 0; PLC-beta3 inh: 0; ASAP1 GAP inh: -1

Results for CCCn1c(SCC(=O)NCc2ccco2)nnc1-c1ccncc1 ?
DDE Tn6 FP inh: -7; ADAM17 inh: 1; SIAE primary: 2; PLC-gamma1 inh: -1; TDP2 inh: -17; ADAM10 inh: 7; Tn7 DDE FP: 0; ARFGAP1 inhibitor: -4; PLC-beta3 inh: 1; ASAP1 GAP inh: 13

Results for O=C1CC(c2ccccc2)n2ncnc2N1 (stereo not drawn) ?
DDE Tn6 FP inh: 5; ADAM17 inh: -2; SIAE primary: -1; PLC-gamma1 inh: 3; TDP2 inh: 6; ADAM10 inh: -12; Tn7 DDE FP: -9; ARFGAP1 inhibitor: 6; PLC-beta3 inh: 0; ASAP1 GAP inh: -8

What do the screens show for `Cc1ccc(S(=O)(=O)N2CCCC2CNC(=O)C(=O)NCc2ccccn2)cc1` (stereo not drawn)?
DDE Tn6 FP inh: 5; ADAM17 inh: -11; SIAE primary: -3; PLC-gamma1 inh: -2; TDP2 inh: 0; ADAM10 inh: -15; Tn7 DDE FP: 2; ARFGAP1 inhibitor: -4; PLC-beta3 inh: -15; ASAP1 GAP inh: 1

How did CCOC(=O)c1ccc2ncc(C(=O)OCC)c(NCCN3CCOCC3)c2c1 do in these assays?
DDE Tn6 FP inh: -2; ADAM17 inh: -10; SIAE primary: 10; PLC-gamma1 inh: -5; TDP2 inh: -16; ADAM10 inh: -24; Tn7 DDE FP: 12; ARFGAP1 inhibitor: 9; PLC-beta3 inh: -12; ASAP1 GAP inh: -12

Results for CCC(OC(=O)c1nsc(Cl)c1Cl)C(=O)NCCOC (stereo not drawn) ?
DDE Tn6 FP inh: -3; ADAM17 inh: 2; SIAE primary: -1; PLC-gamma1 inh: 1; TDP2 inh: -13; ADAM10 inh: 4; Tn7 DDE FP: 5; ARFGAP1 inhibitor: 5; PLC-beta3 inh: -1; ASAP1 GAP inh: 14

How did COc1ccc(C2CC(=O)Oc3cc4c(cc32)OCO4)cc1 (stereo not drawn) do in these assays?
DDE Tn6 FP inh: -4; ADAM17 inh: -2; SIAE primary: 3; PLC-gamma1 inh: -2; TDP2 inh: -3; ADAM10 inh: -2; Tn7 DDE FP: -2; ARFGAP1 inhibitor: -1; PLC-beta3 inh: -1; ASAP1 GAP inh: 13

How did CCSc1nnc(NC(=O)c2cc(OC)c(OC)c(OC)c2)s1 do in these assays?
DDE Tn6 FP inh: 3; ADAM17 inh: 3; SIAE primary: -12; PLC-gamma1 inh: -21; TDP2 inh: -14; ADAM10 inh: 8; Tn7 DDE FP: -1; ARFGAP1 inhibitor: -2; PLC-beta3 inh: -36; ASAP1 GAP inh: 4
